SW480 rereplic = inducers of DNA re-replication in SW480 colon cancer cells | SW480 DNA re-replication, Hoechst DNA content imaging, 48 h | Potency, µM (series often up to 46.1 µM), without a hit: top-dose re-replication activation, most hits filed as activators | actives 1.8% (n = 340,000); note: potency is the fitted concentration of half-maximal effect; % of control where 0% means no effect; nearly all actives have a fitted effect of over 55% in size
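DNA re-replication was detected as more nuclei of elevated Hoechst intensity after 48 hr exposure to compound (23 nL pinned per well of 250 cells).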
KB-V1 cytotox = KB-V1 MDR subline cytotoxicity; KB-V1 MDR cells viability, CellTiter-Glo, 72 h; Potency, µM (top dose mostly 46.1 µM), for the others: at the top dose activity change, negative = cytotoxicity, usual class: cytotoxic; actives 3.4% (n = 400,000); AID 1347076; note: potency is the fitted concentration of half-maximal effect; % is set by controls: 0 for no effect and ±100 for the full control effect; nearly all actives have a fitted effect of over 60% in size
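Cells of the MDR subline KB-V1 are plated, dosed with compound at multiple concentrations, and incubated 72 h at 37 degrees C; CellTiter-Glo is then added and luminescence read after 10 min.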
KB-3-1 tox = kills parental KB-3-1 adenocarcinoma cells; KB-3-1 viability, CellTiter-Glo ATP luminescence, 72 h; Potency, µM (top dose mostly 46.1 µM), without a hit: at the top dose activity change, negative = cytotoxic, most hits filed as cytotoxic; actives 1.4% (n = 400,000); AID 1347075; note: potency is the fitted concentration of half-maximal effect; % is set by controls: 0 for no effect and ±100 for the full control effect; nearly all actives have a fitted effect of over 60% in size
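KB-3-1 cells, DMEM (no phenol red) + 10% FBS; compound by pin transfer, 72 h, 37 °C. Readout: CellTiter-Glo luminescence after 10 min. Data normalized, curve-fitted.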
HT1080-NT tox = kills 2HG-producing HT-1080-NT fibrosarcoma cells. AID 686970. actives 1.6% (n = 360,000). Potency, µM (top dose mostly 46.1 µM), without a hit: at the highest dose activity, negative = less viability, hits mostly cytotoxic. HT-1080-NT fibrosarcoma viability, CellTiter-Glo ATP luminescence, 48 h;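 note: NT is the 2HG producing partner of a matched IDH1 knockdown line; potency is the fitted concentration of half-maximal effect; 0% = DMSO-treated cells and -100% = media-only wells without cells; nearly all actives have a fitted effect of over 55% in size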
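Toxicity toward the 2HG-producing NT line was scored as %Activity, normalised to DMSO and no-cell wells, from CellTiter-Glo luminescence after 48 hours' treatment.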
DRD3 agonist = activates the human D3 dopamine receptor; P35462; D3R DiscoveRx beta-arrestin cells, luminescence, 90 min; actives 0.58% (n = 410,000); AID 652048; max activation, %; in the data active = max activation above about 30%; note: 0% is about no effect; mostly tested at two doses, the higher about 12 µM
Target sequence (P35462 whole entry, looked up): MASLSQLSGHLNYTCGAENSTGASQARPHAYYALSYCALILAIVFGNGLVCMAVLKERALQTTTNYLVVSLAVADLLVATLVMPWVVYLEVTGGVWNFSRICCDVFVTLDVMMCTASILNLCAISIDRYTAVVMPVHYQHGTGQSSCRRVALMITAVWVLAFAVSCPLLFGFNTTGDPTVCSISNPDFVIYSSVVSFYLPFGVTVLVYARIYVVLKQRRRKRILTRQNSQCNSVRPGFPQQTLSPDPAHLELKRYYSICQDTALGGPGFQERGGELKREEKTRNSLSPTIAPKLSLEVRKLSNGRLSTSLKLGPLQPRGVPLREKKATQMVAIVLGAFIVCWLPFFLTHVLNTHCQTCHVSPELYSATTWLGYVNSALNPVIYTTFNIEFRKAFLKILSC
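Cells at 1500/well, incubated overnight, then treated with pinned compounds (dopamine as control) for 90 min at 37 degrees C. DiscoveRx reagent added for 30 - 60 minutes at room temperature; luminescence read.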
MCF10A rereplic = induces DNA re-replication in MCF 10a normal breast cells; MCF 10A DNA re-replication, Hoechst nuclear intensity, 48 h; Potency, µM (top dose mostly 46.1 µM), for inactives: at the top dose activity, positive = re-replication, hits mostly activators; actives 2.9% (n = 350,000); note: potency is the fitted concentration of half-maximal effect; % of control where 0% means no effect; nearly all actives have a fitted effect of over 50% in size
HEK293 tox = cytotoxicity counter-screen for GLP-1 receptor inverse agonists; HEK293 cAMP-luciferase reporter cells, luminescence, 24 h; Potency, µM (doses to about 38.3 µM), for the others: top-dose activity change, negative = inhibition, actives largely listed as inhibitors; actives 0.13% (n = 410,000);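 note: loss of luciferase light is scored as toxicity; potency is the fitted concentration of half-maximal effect; % is set by controls: 0 for no effect and ±100 for the full control effect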
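Cells in DMEM/10% Nu serum/1% pen-strep, 1536-well format. Pre-incubated 12 h, dosed with 23 nL compound, incubated a further 24 h. Luciferase detection, 12 min at room temp, luminescence.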
HT1080 IDH1KD tx = HT-1080 IDH1 knockdown cell toxicity (counter line) | HT-1080 IDH1 knockdown viability, ATP luminescence, 48 h | Potency, µM (series often up to 46.1 µM), for inactives: top-dose activity, negative = toxicity, hits mostly cytotoxic | actives 2% (n = 360,000);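 note: potency is the fitted concentration of half-maximal effect; 0% = DMSO wells and -100% = cell-free medium wells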
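HT-1080-IDH1KD cells (IDH1 knocked down), 750/well in RPMI with 5% FBS, treated with compound 48 h at 37 degrees C. Viability by CellTiter-Glo luminescence, normalised to DMSO and no-cell wells; concentration-response curves classed.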
IL-1B inflam inh = inhibitors of inflammasome signaling (IL-1 beta secretion). THP-1 LPS/ATP IL-1B secretion, AlphaLISA, 16 h; hits give low values. activity change, % at 57.5 µM. actives 4.7% (n = 360,000); in the data active = activity change below about -50%; inconclusive = mostly about -30% to -49%; note: % is set by controls: 0 for no effect and ±100 for the full control effect
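Secreted IL-1B measured by AlphaLISA bead assay after 16 h compound exposure of THP-1 cells; compounds (final up to 57.5 uM) added 1 h before LPS (250 ng/mL) and ATP (1.25 mM) stimulation; lower signal means less secretion.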
Starred values were filed as active, the others as inactive; ? = inconclusive; · = not tested or not shown; [ ] = remark or other dose. Unless noted, calls come from the whole dose curve; as a rule, active = well fitted curve in the direction sought with a large enough effect; inconclusive = small, poorly fitted or top-dose-only effect, or another doubt; inactive = no such curve, though single readings can be large; an effect the other way counts as inactive or inconclusive.

SMILES	SW480 rereplic	KB-V1 cytotox	KB-3-1 tox	HT1080-NT tox	DRD3 agonist	MCF10A rereplic	HEK293 tox	HT1080 IDH1KD tx	IL-1B inflam inh
COC(=O)[C@@H]1C[C@@]2(O)[C@@H](O)[C@@H](O)[C@@H](O)C[C@H]2N1Cc1cc(OC)cc(OC)c1	?	-4%	-1%	-3%	-4	2%	-8%	-1%	15
COc1ccc(CN(Cc2ccncc2)C(=O)CCC(=O)O)cc1	2%	10%	-15%	0%	-2	-1%	-23%	21%	-3
COCC(C)NC(=O)c1ccc(-n2nc(C(F)(F)F)cc2-c2cccs2)cc1 (stereo not given)	9%	0%	16%	-17%	4	?	-18%	-3%	-12
CCOC(=O)CCc1c(C)nc2c(c(C)nn2C(C)(C)C)c1C	-5%	0%	-11%	-6%	-2	24%	3%	-6%	6
COc1cc2c(cc1OC)C(Cc1cc(OC)c(OC)cc1[N+](=O)[O-])=NCC2	14%	9.2µM*	3%	-7%	4	1%	-15%	-6%	-59*
COCCNC(=O)c1cn(C)c(=O)c2cc(OC)c(OC)cc12	-1%	15%	18%	9%	-1	5%	-16%	0%	10
CCOc1ccc(/C=C2\SC(=O)N(c3ccc(O)cc3)C2=O)cc1OC	2%	24%	-14%	-7%	15	-3%	-5%	-3%	-16
O=C(COc1ccc([N+](=O)[O-])cc1)NCCC1=CCCCC1	-1%	-22%	20%	9%	-4	4%	-1%[1.53 µM]	3%	-4
CC(C)Cc1nnc(NC(=O)Nc2ccccc2)s1	10%	?	-6%	-23%	0	?	?	-29%	-14
Cc1nc(NCc2ccccc2)c2cc[nH]c2n1	-17%	12%	-12%	2%	1	-6%	6%	0%	-14
CCCn1c(NCc2ccco2)nc2c1c(=O)n(C)c(=O)n2C	-7%	15µM*	?	-1%	4	0%	-5%	1%[9.24 µM]	-9
Cc1cc(Br)c(OCc2ccc(C(=O)N/N=C/c3ccc[nH]3)cc2)c(Br)c1	3.7µM*	?	2.6µM*	0.82µM*	-1	?	3%	1µM*	-62*
Cc1ccc(S(=O)(=O)NNC(=O)c2sc3nc(C)cc(C)c3c2-n2cccc2)cc1	0%	-30%	-19%	3%	-2	13%	-1%	1%	17
Cc1oc2c(cc(NS(=O)(=O)c3ccc4c5c(cccc35)C(=O)N4)c3ccccc32)c1C(=O)OC(C)C	12%	?	-27%	-22%	6	?	5%	-28%	-21
COC(=O)c1[nH]c2c(c1C)C(=O)CC(c1cc(OC)c(OC)c(OC)c1)C2 (stereo not given)	-22%	?	-24%	3%	-1	-13%	-14%	0%	33
O=C(CCC(=O)N(CC(=O)NC1CCCCC1)CC1CCCO1)Nc1nccs1 (stereo not given)	-137%[inhibitor]	-8%	24%	14%	15	?	0%	13%	-1
CCc1noc(C)c1C(=O)Oc1ccc(N(C)S(=O)(=O)c2ccc(C)cc2)cc1	-9%	?	?	-15%	17	15%	4%	-18%	-15
COc1ccc(/C=N/Nc2nc(-c3ccc(C)cc3)c(NC(C)=O)s2)cc1OC	-14%	0%	10%	15%	7	5%	-7%	3%	12
C/C=C/c1ccc(OCC(=O)Nc2ccc(C(N)=O)cc2)c(OC)c1	0%	?	-3%	-6%	3	?	14%	-2%	-12
CCc1cccc(CC)c1NC(=O)/C(C#N)=C/c1ccccc1C(F)(F)F	-80%[inhibitor]	?	?	23µM*	5	12µM*	?	?	-99*
Cc1ccccc1-c1cc2nc(NCc3ccncc3)n(C)c(=O)c2s1	·	3%	0%	-25%	12	·	2%	-18%	-1
COc1cccc(NC(=O)N2CCCC2C(=O)Nc2cc(C)ccc2OC)c1 (stereo not given)	-8%	-18%	-1%	5%	-3	-1%	4%	4%	15
CN(C)/C=C(\C#N)C(=O)N/N=C/c1ccc(F)cc1	1%	-2%	9%	-17%	4	11%	4%	0%	21
O=C(NCc1ccccc1)c1cc(C2CCCCN2C(=O)OCCF)on1 (stereo not given)	·	4%	0%	1%	1	·	0%	8%	3
COc1ccc(CN2CC(C(=O)NC3CCCCC3)CC2=O)cc1 (stereo not given)	-5%	7%	9%	16%	3	0%	13%	9%	-8
Cc1ccc(NC(=S)NC(=O)c2ccc(-c3ccccc3)cc2)cc1	?	5%	-3%	-1%	2	12%	15%	-5%	5
Cc1ccc(O)c(N=Nc2ccccc2)n1	-9%	4%	0%	?	18	0%	-6%	-7%	-25
COc1cc(NC(=O)CN2CCN(c3ccccc3O)CC2)c(C)cc1[N+](=O)[O-]	·	?	11%	-3%	1	-4%	-25%	-5%	0
CCOc1ccc(N=Nc2cc(C(C)C)ccc2O)cc1	-3%	-24%	-5%	20%	-1	?	-11%	6%	0
CCn1nc(NC(C)=O)c2cc3cccc(C)c3nc21	123%	?	0%	16%	0	3%	118%[activator]	9%	2
C=CCNC(=S)N1CCN(c2cccc(C(F)(F)F)c2)CC1	16%	?	-18%	-6%	3	0%	-21%	-10%	0
CCN(CC)c1nc(OC)nc(-n2nnc(C(C)=O)c2C)n1	-8%	-4%	8%	11%	3	-1%	12%	5%	25
CC(=O)NCCc1ccc(C(=O)CSc2nnc(C3CC3)n2C2CC2)cc1	-8%	-8%	0%	6%	-4	2%	4%	0%	3
COc1nc(C#N)c(N2CCOCC2)o1	2%	0%	15%	1%	-4	-4%	-2%	5%	3
C/C(=N\NC(=O)c1cccc(S(=O)(=O)N2CCCC2)c1)c1ccco1	0%	-14%	6%	9%	1	-7%	4%	8%	4
CCCCSC1(SCCCC)N=C(N)C2(C#N)C(c3ccccc3)NC(C)=C(C)C12C#N (stereo not given)	0%	-4%	31%	1%	7	6%	-9%	2%	0
O=[N+]([O-])c1ccc(Cc2ccccn2)c([N+](=O)[O-])c1	-9%	?	2%	0%	-11	1%	4%	2%	15
Cc1ccc(C2N(c3cccc(Cl)c3)C(=O)N3CCCN23)cc1 (stereo not given)	3%	-24%	-3%	5%	-5	-4%	-5%	1%	-9
O=C(O)CC/C(=N\Nc1ccc(S(=O)(=O)N2CCCC2)cc1[N+](=O)[O-])c1cccs1	2%	?	8%	?	-6	13%	-24%	33µM*	9
CSCCC(NC(=O)C1CCCCC1)c1nc2ccccc2[nH]1 (stereo not given)	?	?	3%	2%	-7	3%	3%	-3%	·

Reformatted in markdown: part of the list above
| structure | SW480 rereplic | KB-V1 cytotox | KB-3-1 tox | HT1080-NT tox | DRD3 agonist | MCF10A rereplic | HEK293 tox | HT1080 IDH1KD tx | IL-1B inflam inh |
| --- | --- | --- | --- | --- | --- | --- | --- | --- | --- |
| COc1ccc(CN2CC(C(=O)NC3CCCCC3)CC2=O)cc1 (stereo not given) | -5% | 7% | 9% | 16% | 3 | 0% | 13% | 9% | -8 |
| Cc1ccc(NC(=S)NC(=O)c2ccc(-c3ccccc3)cc2)cc1 | ? | 5% | -3% | -1% | 2 | 12% | 15% | -5% | 5 |
| Cc1ccc(O)c(N=Nc2ccccc2)n1 | -9% | 4% | 0% | ? | 18 | 0% | -6% | -7% | -25 |
| COc1cc(NC(=O)CN2CCN(c3ccccc3O)CC2)c(C)cc1[N+](=O)[O-] | · | ? | 11% | -3% | 1 | -4% | -25% | -5% | 0 |
| CCOc1ccc(N=Nc2cc(C(C)C)ccc2O)cc1 | -3% | -24% | -5% | 20% | -1 | ? | -11% | 6% | 0 |
| CCn1nc(NC(C)=O)c2cc3cccc(C)c3nc21 | 123% | ? | 0% | 16% | 0 | 3% | 118%[activator] | 9% | 2 |

Going on with the list:
SMILES	SW480 rereplic	KB-V1 cytotox	KB-3-1 tox	HT1080-NT tox	DRD3 agonist	MCF10A rereplic	HEK293 tox	HT1080 IDH1KD tx	IL-1B inflam inh
COCCNC(=O)C1(C)CCCN(Cc2cc(-c3ccccc3)nn2C)C1 (stereo not given)	·	-3%	0%	13%	4	·	0%	13%	-16
N#Cc1nc(-c2ccc(F)cc2)oc1NCc1ccco1	-3%	-2%	3%	14%	2	5%	1%	-1%	-8
O=C(CCl)Nc1ccc(S(=O)(=O)Nc2nccs2)cc1	?	?	?	?	3	?	-27%	13µM*	?
C=CCSc1nnc(-c2sc(-c3ccccc3)nc2C)n1C	-8%	-16%	9%	14%	5	6%	-4%	4%	-11
COc1cccc(NC(=O)CN(C)C(C)C(=O)Nc2ccc(S(=O)(=O)N3CCOCC3)cc2)c1 (stereo not given)	2%	4%	3%	1%	1	6%	3%	0%	11
COc1cc(OC)c2c(c1)OC(=O)CC2c1ccc2c(c1)OCO2 (stereo not given)	?	19%	-1%	6%	21	6%	0%	8%	40
O=c1c2[nH]c3ccc(Cl)cc3c2ncn1CCN1CCCCC1	0%	?	3%	-3%	-16	19%	1%	1%	7
CCOc1ccc2nc(/N=C/c3c(C)[nH]n(-c4ccccc4)c3=O)sc2c1	2.9µM*	?	?	0%	2	-29%	31%[activator]	-1%	0
CC(C)Oc1ccc(Br)cc1C(=O)N/N=C/c1c[nH]c2ccccc12	?	?	?	?	6	?	6%	?	?
CCOc1ccc(C(=O)N2CCC(C(=O)c3ccc4c(c3)OCCO4)CC2)cc1	6%	4.1µM*	-5%	0%	3	21%	-9%	-5%	-3
COc1ccc(NS(=O)(=O)c2cccc(C(=O)N3CCN(C/C=C/c4ccccc4)CC3)c2)cc1	·	?	-23%	-7%	19	·	-14%	-17%	-3
COc1cc(OC)c(OC)cc1CCC(C)NCCC(c1ccccc1)c1ccccc1 (stereo not given)	7%	-16%	-26%	?	0	?	?	?	-65*
Cc1ccccc1-n1nnnc1SCC(=O)Nc1ccc(S(=O)(=O)N2CCCC2)cc1	5%	0%	-5%	-15%	-3	23%	-13%	-19%	0
CCOc1cc(C(C(=O)NCC2CCCO2)N(C(=O)Cn2nnc3ccccc32)c2cccc(OC)c2)ccc1O (stereo not given)	1%	-1%	27%	7%	24	-6%	16%	11%	-7
COc1cc(OC)c2c(-c3ccccc3)cc(=O)oc2c1C(CCN1CCCC(C)C1)c1ccc(N(C)C)cc1 (stereo not given)	4%	?	?	-20%	-42	2%	-29%	-18%	-27

Assay outcomes (PubChem BioAssay)
